Bioassay records: PubChem, NCI
Growth percent in the NCI-60 one-dose screen (48 h, 10 µM unless noted): 100 = growth as untreated, 0 = no growth, -100 = all killed.
MALME-3M = MALME-3M melanoma; AID 1794766; 78,000 tested, 5.8% active
MDA-MB-435 = MDA-MB-435 melanoma; 82,000 tested, 7.8% active; AID 1794794
UACC-257 = UACC-257 melanoma | 78,000 tested, 4.4% active | AID 1794764
UACC-62 = UACC-62 melanoma; AID 1794756; 81,000 tested, 5.4% active
M14 = M14 melanoma; 80,000 tested, 6.2% active; AID 1794745
SK-MEL-2 = SK-MEL-2 melanoma; 77,000 tested, 4.7% active; AID 1794763
SK-MEL-5 = SK-MEL-5 melanoma. 80,000 tested, 6.4% active
SK-MEL-28 = SK-MEL-28 melanoma | 81,000 tested, 4.1% active | AID 1794761
* = called active by the depositor; x = no result given. The calls were made as follows: active = growth percent below 10; inactive = the rest.

Labels used below – A = MALME-3M; B = MDA-MB-435; C = UACC-257; D = UACC-62; E = M14; F = SK-MEL-2; G = SK-MEL-5; H = SK-MEL-28
OC(c1ccccc1)(C(F)(F)Cl)C(F)(F)Cl
  A = 112	B = 111	C = 96	D = 100	E = 103	F = 115	G = 100	H = 112

Cc1ccc(NC(=O)CSc2nc3ccc([N+](=O)[O-])cc3[nH]2)cc1
  A = 81	B = 90	C = 83	D = 59	E = 91	F = 100	G = 71	H = 95

O=Cc1ccc2c3c(cccc13)CC2
  A = 106	B = 110	C = 94	D = 102	E = 104	F = 94	G = 103	H = 114

O=C(/C=C/c1cccc(O)c1)c1ccc(O)cc1
  A = 106	B = 66	C = 95	D = 80	E = x	F = 107	G = 97	H = 101

Cc1ccc(Nn2c(SCC(=O)Nc3nc(-c4ccccc4)cs3)nc(C)c2C)cc1
  A = 92	B = 77	C = 54	D = 52	E = 77	F = 81	G = -67*	H = 83

C#CCOC(=O)C(N)C(C)O (centres undefined)
  A = 94	B = 97	C = 99	D = 94	E = 94	F = 119	G = 101	H = 96

Cc1cccc(C)c1N(C)N
  A = 138	B = 102	C = 97	D = 101	E = 109	F = 114	G = 108	H = 119

CCn1c2ccc(O)cc2c2c(C)c3c[n+](CCCCCC#N)ccc3c(C)c21
  A = 77	B = 87	C = x	D = 100	E = 81	F = 84	G = 68	H = 86

COc1ccc(-n2c(C)cc(-c3ccccc3)c2C)cc1
  A = 37	B = 12	C = 40	D = 52	E = 16	F = 40	G = -3.5*	H = 58

COc1ccc(OCC(O)CN2CCN(c3cccc(Cl)c3)CC2)cc1 (centres undefined)
  A = 100	B = 113	C = 96	D = 94	E = 103	F = 97	G = 107	H = 99

Clc1cc(Cl)cc(Nc2ccc3c(OCCCN4CCOCC4)cccc3n2)c1
  A = 71	B = 57	C = 73	D = 15	E = 0.4*	F = 88	G = x	H = 66

COc1cccc(-c2cc(-c3cccc(Cl)c3)c(C#N)c(=O)[nH]2)c1
  A = 70	B = 5.0*	C = 85	D = 42	E = 58	F = 61	G = 69	H = 72

O=C(Cn1c(-c2ccccc2)nc2cc(Cl)c(Cl)cc21)N=Nc1c(O)[nH]c2ccccc12
  A = 88	B = 95	C = 90	D = 83	E = 90	F = x	G = 74	H = 83

CCCCCCCCCCCCCCCCCSCc1ccc(Nc2ccccc2)cc1
  A = 106	B = 95	C = 89	D = 103	E = 106	F = 110	G = 104	H = 96

O=S(=O)(Oc1ccc(-c2cn3ccsc3n2)cc1)c1cc(C(F)(F)F)cc(C(F)(F)F)c1
  A = 103	B = 102	C = 100	D = 96	E = 97	F = 114	G = 100	H = 111

CCOc1ccc(NC(=O)CC2SC(=Nc3ccc(Cl)cc3)NC2=O)cc1 (centres undefined)
  A = 89	B = 105	C = 110	D = 106	E = 100	F = 113	G = 101	H = 97

COc1cc2cc(Oc3ccc(NC(=O)c4cc(C(F)(F)F)cc(C(F)(F)F)c4)cc3)c(C)nc2cc1OCCN(C)C
  A = 81	B = 88	C = 81	D = 75	E = 90	F = 111	G = 47	H = 105

Cn1c(=O)c2[nH]c(CN)nc2n(C)c1=O
  A = 119	B = 94	C = 109	D = 111	E = 104	F = 128	G = 111	H = 117

Cc1cc(N2CCCCC2)nc2ccc(Cc3ccccc3)cc12
  A = 101	B = 105	C = 95	D = 97	E = 101	F = 106	G = 92	H = 109

Cc1[nH]c(C2CC(c3cccs3)=NN2C)c(C)c1C(=O)NCC(F)(F)F (centres undefined)
  A = 98	B = 104	C = 102	D = 95	E = 101	F = 112	G = 100	H = 110

C[C@H](Nc1nc(N2CCOc3ccccc32)nc2ccccc12)c1ccccc1
  A = 104	B = 104	C = 95	D = 71	E = 100	F = 98	G = 77	H = 101

CN1C(=O)N(C)C2NC(N=Nc3c(O)[nH]c4ccccc34)=NC21 (centres undefined)
  A = 98	B = 102	C = 100	D = 95	E = 99	F = 107	G = 105	H = 105

O=C1/C(=C\c2coc3ccc(Br)cc3c2=O)c2ccccc2N1c1c(Cl)cccc1Cl
  A = 89	B = 90	C = 78	D = 85	E = 105	F = 98	G = 79	H = 99

O=C(SCc1ccccc1)c1ccccc1
  A = 104	B = 105	C = 108	D = 118	E = 105	F = 106	G = 114	H = 113

Cc1cc(Cl)nc(N(CCNc2ccnc3cc(Cl)ccc23)Cc2ccco2)n1
  A = 81	B = 42	C = 115	D = x	E = 55	F = 56	G = 43	H = 3.0*

Part of the list above, bar-delimited:
canonical_smiles | MALME-3M | MDA-MB-435 | UACC-257 | UACC-62 | M14 | SK-MEL-2 | SK-MEL-5 | SK-MEL-28
OC(c1ccccc1)(C(F)(F)Cl)C(F)(F)Cl | 112 | 111 | 96 | 100 | 103 | 115 | 100 | 112
Cc1ccc(NC(=O)CSc2nc3ccc([N+](=O)[O-])cc3[nH]2)cc1 | 81 | 90 | 83 | 59 | 91 | 100 | 71 | 95
O=Cc1ccc2c3c(cccc13)CC2 | 106 | 110 | 94 | 102 | 104 | 94 | 103 | 114
O=C(/C=C/c1cccc(O)c1)c1ccc(O)cc1 | 106 | 66 | 95 | 80 | x | 107 | 97 | 101
Cc1ccc(Nn2c(SCC(=O)Nc3nc(-c4ccccc4)cs3)nc(C)c2C)cc1 | 92 | 77 | 54 | 52 | 77 | 81 | -67* | 83
C#CCOC(=O)C(N)C(C)O (centres undefined) | 94 | 97 | 99 | 94 | 94 | 119 | 101 | 96

(cont.)
Labels used below – A = MALME-3M; B = MDA-MB-435; C = UACC-257; D = UACC-62; E = M14; F = SK-MEL-2; G = SK-MEL-5; H = SK-MEL-28
C=C(C)C1CCC2(C(=O)O)CCC3(C)C(CCC4C5(C)CCC(OC(=O)NCc6ccccc6)C(C)(C)C5CCC43C)C12 (centres undefined)
  A = 72	B = 59	C = 29	D = 34	E = 46	F = 55	G = 28	H = 62

CC(=O)/C(=C/c1ccccc1)C(=O)CC(C)C
  A = x	B = 54	C = 90	D = 92	E = 83	F = 109	G = 88	H = 96

CCOC(=O)c1cc2oc(/C=C/c3cc(=O)c4cc(Cl)ccc4o3)cc2[nH]1
  A = -15*	B = 88	C = 101	D = 76	E = x	F = 82	G = 68	H = 91

COc1ccc(-n2c(C)nc3c(c(C)nn3-c3ccccc3)c2=O)cc1
  A = 64	B = 4.9*	C = 60	D = 52	E = 10	F = 36	G = -17*	H = 67

OCCN(CCO)Cc1cc(O)c(CN(CCO)CCO)cc1O
  A = 113	B = 100	C = 100	D = 103	E = 101	F = 117	G = 108	H = 118

Oc1ccc(C(c2ccccc2)c2ccc(O)cc2O)c(O)c1
  A = 106	B = 86	C = 69	D = 64	E = 87	F = 94	G = 84	H = 94

CS(=O)(=O)c1nccc(-c2c(-c3ccc(F)c(OCc4ccc(F)cc4)c3)nc3sccn23)n1
  A = 111	B = 97	C = -57*	D = 81	E = 81	F = x	G = 97	H = 62

CCOC(=O)c1cnn(CC(C)O)c1NC(=O)NCc1ccc(F)cc1 (centres undefined)
  A = 105	B = 103	C = 90	D = 90	E = 98	F = 78	G = 98	H = 115

CCCCCCN1C(=O)C2=C(c3ccc(Cl)cc3)Nc3c(c(C)nn3-c3ccccc3)C2c2ccccc21 (centres undefined)
  A = 91	B = 90	C = 91	D = 95	E = 103	F = 91	G = 93	H = 96

CN(Cc1ccccc1)c1nc(Cl)c(/C=C/C(=O)c2ccc(F)cc2)s1
  A = 109	B = 102	C = 98	D = 82	E = 106	F = 95	G = 95	H = 102

Cc1ccc(/C=C(/C(=O)c2ccccc2)c2ccccc2)cc1
  A = x	B = 100	C = 99	D = x	E = 83	F = 98	G = 98	H = 123

O=C1c2c(c3c4cc(Br)ccc4[nH]c3c3ccc4ccccc4c23)C(=O)N1O
  A = 126	B = 95	C = 88	D = 60	E = 94	F = 106	G = 97	H = 106

O=[N+]([O-])c1ccc(CSCc2ccc([N+](=O)[O-])cc2)cc1
  A = 95	B = 99	C = 79	D = 81	E = x	F = 100	G = 99	H = 99

COc1cc(-c2nc3cc(Cl)c(Cl)cc3[nH]2)ccc1OCC(=O)N=Nc1c(O)[nH]c2ccccc12
  A = -94*	B = -95*	C = -60*	D = -94*	E = -76*	F = -81*	G = x	H = -93*

CCOC(=O)Nc1cc2c(cc1[N+](=O)[O-])-c1ccccc1C2=O
  A = 113	B = 106	C = 91	D = x	E = 103	F = 112	G = 96	H = 109

CCCCCCCCCC(=O)Oc1ccc(/C(=C(/C)Cc2cccc(OC)c2)c2ccc(OCCCN(C)C)cc2)cc1
  A = 89	B = 89	C = 97	D = 99	E = 88	F = 102	G = 92	H = x

O=C(CCc1nnc(CN(c2ccccc2)c2ccccc2)o1)c1nc2ccccc2[nH]1
  A = 94	B = 94	C = 103	D = 69	E = 102	F = 89	G = 99	H = 112

COc1ccccc1CC(O)CNCC(C)C (centres undefined)
  A = 100	B = 102	C = 94	D = 100	E = 105	F = 110	G = 98	H = 105

COc1ccc(C(=O)c2c(C)oc3ccccc3c2=O)cc1
  A = 93	B = 104	C = 104	D = 99	E = 106	F = 105	G = 101	H = 110

O=C(CSc1nnc(-c2ccc3nc(-c4ccc(Cl)cc4)[nH]c3c2)o1)Nc1ccccc1
  A = 88	B = 109	C = 96	D = 89	E = 98	F = 99	G = 87	H = 89

CC(C)c1ccc2occ(/C=C3\C(=O)N(c4c(Cl)cccc4Cl)c4ccccc43)c(=O)c2c1
  A = 114	B = 92	C = 90	D = 90	E = 103	F = 106	G = 78	H = 102

CC(C)(C)c1cc(-n2nc3ccccc3[n+]2[O-])c(O)c(C(C)(C)C)c1
  A = 86	B = 87	C = 90	D = 58	E = 99	F = 96	G = 53	H = 88

COc1ccc2[nH]c(=O)cc(-n3ncc(/C(C)=N/Nc4ccc(C(=O)O)cc4)c3C)c2c1
  A = 98	B = 106	C = 102	D = 96	E = 107	F = 103	G = 101	H = 105

COc1cc(/C=C2\Oc3cc(OCCN4CCCCC4)ccc3C2=O)cc(OC)c1OC
  A = 97	B = 101	C = 110	D = 104	E = 103	F = 112	G = 98	H = 104

c1ccc(C(NC2CC3CCC2C3)c2ccccc2)cc1 (centres undefined)
  A = x	B = 92	C = 102	D = 87	E = 93	F = 90	G = 100	H = 110

CCOC(=O)c1ccc2n1CCCc1cnc(N)nc1-2
  A = 100	B = 107	C = 116	D = 97	E = 107	F = 110	G = 100	H = 109

S=C(Nc1ccccc1)Nc1cccc2ccccc12
  A = x	B = 101	C = 95	D = 91	E = 99	F = 106	G = 89	H = 107

CCN(CC)c1ccc(NC(=O)CN2CCOCC2)cc1
  A = x	B = 111	C = 143	D = 102	E = 102	F = 104	G = 103	H = 123

COc1ccc(C(C(N)=O)N2CCCCC2)cc1 (centres undefined)
  A = 89	B = 104	C = 96	D = 103	E = 97	F = 90	G = 106	H = 110

CC(=O)Nc1cc([N+](=O)[O-])ccc1C
  A = 116	B = 111	C = 101	D = 105	E = 110	F = 148	G = 109	H = 107

CC(C)(C)C(=O)CC(=O)c1ccncc1
  A = 97	B = 104	C = 96	D = 98	E = 101	F = 104	G = 95	H = 107

CC(C)(CCC(=O)O)CCC(=O)O
  A = x	B = 98	C = 98	D = x	E = 102	F = 103	G = 104	H = 110

O=C1CCCc2cc(OCCNS(=O)(=O)c3ccccc3)ccc2N1
  A = 97	B = 103	C = 106	D = 94	E = 102	F = 110	G = 102	H = 110

NS(=O)(=O)c1ccc(-n2cc(-c3cccc(NC(=O)Nc4cccc(C(F)(F)F)c4)c3)nn2)cc1
  A = 117	B = 104	C = 102	D = 90	E = 103	F = 112	G = 96	H = 106

Cc1ccc(Nc2nc(N)nc(C)c2Br)cc1
  A = 99	B = 117	C = 88	D = 101	E = 118	F = 95	G = 116	H = 99

c1cnc2c(-c3nc4ccc5[nH]ncc5c4c4c3CCCC4)c[nH]c2c1
  A = 64	B = 52	C = 98	D = 46	E = 59	F = 58	G = 56	H = 89

CCNC(=O)Oc1ccc(/C(=C(/C)Cc2ccc(OC)cc2)c2ccc(OCCN3CCOCC3)cc2)cc1
  A = 104	B = 105	C = 101	D = 94	E = 108	F = 92	G = 98	H = 108

CN(C)CCCC(O)c1cccc2ccccc12 (centres undefined)
  A = 125	B = 112	C = 89	D = 111	E = 107	F = x	G = 109	H = 127

O=C(C=P(c1ccccc1)(c1ccccc1)c1ccccc1)CCl
  A = -70*	B = -99*	C = -74*	D = -78*	E = -62*	F = -47*	G = -4.8*	H = -6.1*

CCCNC(=O)/C(=C/c1c[nH]c2ccccc12)NC(=O)/C=C/c1ccccc1
  A = 106	B = 111	C = 99	D = 88	E = 107	F = 102	G = 104	H = 115

CC1=C(C(=O)Nc2ccc(F)cc2)C(c2ccc(C)cc2)C2=C(CC(C)(C)CC2=O)N1 (centres undefined)
  A = 102	B = 95	C = 98	D = 86	E = 101	F = 110	G = 94	H = 97

COc1cc(-c2nc(SCCC(C)C)nc(N3CCOCC3)c2C#N)cc(OC)c1OC
  A = 92	B = 86	C = 96	D = 91	E = 96	F = 116	G = 102	H = 108

N=c1c2c(=N)n3c(nc2nc2n1-c1ccccc1Sc1ccccc1-2)sc1cc(Cl)ccc13
  A = 13	B = 21	C = -5.4*	D = 14	E = 29	F = -2.4*	G = -13*	H = 25

Cc1cc(Br)nc2ccc([N+](=O)[O-])cc12
  A = 110	B = 104	C = 104	D = 97	E = 104	F = 110	G = 100	H = 106

COC(=O)CC1SC(c2ccc(F)cc2)N(c2nnc(COc3ccc(F)cc3)s2)C1=O (centres undefined)
  A = x	B = 98	C = 150	D = 123	E = 113	F = x	G = 118	H = 135

CCOC(=O)c1sc2ncnc(Nc3ccc4c(cnn4C(=O)Nc4ccccc4)c3)c2c1C
  A = 33	B = 54	C = x	D = 60	E = 64	F = 85	G = 31	H = 73

O=[N+]([O-])c1ccc(I)c(Br)c1
  A = 119	B = 105	C = 94	D = 96	E = 110	F = 102	G = 112	H = 110

O=C1C=CC(=O)N1c1ccc(Nc2ccccc2)cc1
  A = 115	B = 104	C = 100	D = 101	E = 93	F = 104	G = 103	H = 116

Cc1cc(/C=C/c2ccc3cc(N(C)C)ccc3[n+]2C)c(C)n1-c1ccccc1
  A = -57*	B = -50*	C = -40*	D = x	E = -71*	F = -52*	G = -97*	H = -64*
